# SKN-1 block: blocks SKN-1 activity in C. elegans; C. elegans VP596 Pgst-4::GFP/RFP ratio, acrylamide-induced, 24 h; inhibition, % at 21.8 µM; 360,000 compounds, 0.49% hits; AID 624304;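 active means interference check ratio from 0.5 to 1.5 plus GFP to RFP signal ratio inhibition reaching or exceeding a fixed threshold, cut at about 30% in these data, passing the limit was not always enough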; further: some compounds called inactive have numbers as strong as hits
# DNMT1 inh: inhibitors of human DNMT1; AID 588458; inhibition (reported as % activation of signal), % at 10 µM; P26358; 360,000 compounds, 0.83% hits; DNMT1 molecular beacon, Hinp1I cleavage, fluorescence; in the data active means inhibition above about 50%
# Target sequence (P26358 504-1616 limits assumed): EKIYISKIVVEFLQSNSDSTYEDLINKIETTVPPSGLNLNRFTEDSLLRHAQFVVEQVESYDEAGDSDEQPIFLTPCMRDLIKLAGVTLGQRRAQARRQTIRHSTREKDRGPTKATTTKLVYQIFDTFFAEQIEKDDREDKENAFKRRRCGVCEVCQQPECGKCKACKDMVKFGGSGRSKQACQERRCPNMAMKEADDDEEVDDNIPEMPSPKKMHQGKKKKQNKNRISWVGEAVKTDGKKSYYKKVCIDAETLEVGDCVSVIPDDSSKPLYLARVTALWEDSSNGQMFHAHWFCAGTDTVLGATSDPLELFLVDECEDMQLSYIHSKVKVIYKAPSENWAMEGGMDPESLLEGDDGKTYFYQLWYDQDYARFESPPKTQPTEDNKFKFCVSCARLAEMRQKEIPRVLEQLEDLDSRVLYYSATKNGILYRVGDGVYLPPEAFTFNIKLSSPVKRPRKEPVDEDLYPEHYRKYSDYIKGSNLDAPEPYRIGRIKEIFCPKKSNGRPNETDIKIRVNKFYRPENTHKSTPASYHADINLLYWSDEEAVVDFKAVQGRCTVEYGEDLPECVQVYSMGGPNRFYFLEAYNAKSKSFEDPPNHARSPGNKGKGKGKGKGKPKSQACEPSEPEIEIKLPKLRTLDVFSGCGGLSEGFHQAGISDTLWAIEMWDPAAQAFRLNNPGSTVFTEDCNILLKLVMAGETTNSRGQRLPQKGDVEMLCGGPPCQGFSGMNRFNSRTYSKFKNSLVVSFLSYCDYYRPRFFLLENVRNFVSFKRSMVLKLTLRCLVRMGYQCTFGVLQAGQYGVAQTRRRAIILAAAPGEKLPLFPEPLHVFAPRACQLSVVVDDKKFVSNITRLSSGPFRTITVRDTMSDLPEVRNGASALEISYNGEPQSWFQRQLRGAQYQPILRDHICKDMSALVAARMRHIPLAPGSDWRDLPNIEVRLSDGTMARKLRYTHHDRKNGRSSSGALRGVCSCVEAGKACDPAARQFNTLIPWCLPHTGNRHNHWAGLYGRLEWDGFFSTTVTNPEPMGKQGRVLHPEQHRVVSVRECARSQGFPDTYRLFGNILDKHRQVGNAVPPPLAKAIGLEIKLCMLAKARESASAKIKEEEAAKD
# MT1-MMP act inh: blocks activation of human MT1-MMP; P50281; HT1080 RFP-PRO-GFP cells, GFP/RFP ratio fluorescence, overnight; percent of plate control window, DMSO zero; GFP/RFP ratio change, % at 20 µM; 360,000 compounds, 0.061% hits; AID 651647;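 active means GFP/RFP ratio change of at least 30% with cell ATP level not reduced by more than half and red fluorescence within 50% of control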; further: strong numbers were not always called active
#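 Assay system – RFP-PRO-GFP reporter HT1080 cells · Compound dosing – single dose of 20 µM compound, 1% DMSO final · Incubation – overnight compound exposure at 37 °C · Measure – GFP/RFP fluorescence ratio · Benchmarks – DMSO wells and RFP-L50D-GFP cells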
# SUMO1 PPI mod: SUMO1-SIM interaction modulation; P63165; SUMO1 binding to a labelled peptide, TR-FRET, 1 h; inhibition, % at 20 µM; 360,000 compounds, 0.33% hits; in the data active means inhibition above about 37%
# LMPTP inh: LMPTP (human) inhibition | P24666 | recombinant LMPTP-A, OMFP fluorogenic substrate, fluorescence intensity | 360,000 compounds, 0.22% hits | inhibition, % at 20 µM | AID 651560;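 active means compounds that cut the enzyme signal by at least half of the control window in the single-dose screen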;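 further: plate controls were DMSO wells with enzyme plus substrate for no effect and substrate without enzyme for full effect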
#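 Test system – LMPTP-A phosphatase enzyme · Quantity – 0.625 nM LMPTP-A final · Reagent – OMFP substrate, 400 µM final · Dosing – one test concentration per compound, 20 µM, with 3% DMSO overall · Timing – 50 min enzyme reaction at room temperature, protected from light · Detection – fluorescence intensity · Controls – substrate-only low control, DMSO enzyme-plus-substrate high control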
# NRP1-CendR mod: modulators of CendR peptide binding to human neuropilin-1. O14786. FAM-RPARPAR peptide binding to NRP-1, fluorescence polarization. inhibition, % at 25 µM. 360,000 compounds, 0.85% hits;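 active means inhibition or corrected inhibition above about 18%, plus a signal ratio from 0.5 to 1.5, limit read from the data, passing the limit was not always enough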; further: strong numbers were not always called active
# NadD inh: blocks S. aureus nicotinate mononucleotide adenylyltransferase | purified NadD enzyme, colorimetric absorbance read-out | inhibition, % at 20 µM | 360,000 compounds, 0.78% hits | AID 602399; in the data active means inhibition above about 26%; further: some compounds past the cut are filed as inactive
# STEP block: blocks human striatal-enriched tyrosine phosphatase; recombinant STEP, OMFP fluorogenic substrate, fluorescence; 360,000 compounds, 0.25% hits; inhibition, % at 20 µM;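 active means inhibition at 20 µM, scaled per plate between control wells, above about 37%, limit read from the data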;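 further: 0% = DMSO with enzyme and substrate and 100% = substrate only without enzyme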
#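 Also added – OMFP at 25 µM · Test system – STEP tyrosine phosphatase · Technique – FITC-channel fluorescence of OMFP product · Schedule – 20 min at room temperature, dark · Evaluation – control-normalized % inhibition with plate pattern correction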
# Scp-1 inhibitor: Scp-1 (human) phosphatase inhibition; Recombinant Scp1, phosphopeptide, malachite green phosphate absorbance; Q9GZU7; 340,000 compounds, 0.88% hits; inhibition, % at 20 µM;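 active means inhibition above about 50% at 20 µM, limit read from the data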;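 further: plate controls were DMSO wells with enzyme for no effect and wells lacking enzyme for full effect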
#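 Test system: SCP-1 phosphatase catalytic domain, residues 76-261; measured by: colorimetric phosphate reagent with accelerator and stabiliser, absorbance at 630 nm; timing: enzyme reaction 45 min at room temperature, colour 5 min, stabilisation 30 min; also added: Phosphorylated 17-residue peptide substrate; compound dosing: one concentration, 20 µM, with 1.0% DMSO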
# Rpn11 block: blocks the human proteasome subunit Rpn11 | calls only at 20 µM | human 26S proteasome, Ub4-pepOG fluorescence polarization; 20S core pre-blocked with epoxomicin | AID 588493 | 360,000 compounds, 0.59% hits;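 active means inhibition at 20 µM, scaled to each plate's controls, above about 33%, limit read from the data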
# Numbers without * were called inactive; i = inactive; . = not tested or not shown. Not a hit list. About 3.9% of those tested had a hit in this group.
SMILES,SKN-1 block,DNMT1 inh,MT1-MMP act inh,SUMO1 PPI mod,LMPTP inh,NRP1-CendR mod,NadD inh,STEP block,Scp-1 inhibitor,Rpn11 block
Cc1ccc(-c2nc3ncccc3o2)cc1NC(=O)c1cccs1,3.2,-1.1,-1.0,0.8,-1.3,10.2,0.3,-0.7,-4.0,i
O=C(NCc1ccccc1)C(c1cccc2ccccc12)n1c(=O)c(-c2cc3ccccc3[nH]2)nc2ccccc21 (stereo not drawn),14.9,.,-1.2,-3.0,3.1,-2.7,.,.,.,.
Cc1cc(C(=O)CN2C(=O)NC(c3ccccc3)(c3ccccc3)C2=O)c(C)n1Cc1ccco1,8.4,-8.6,-7.8,2.6,2.1,0.5,6.0,4.8,-14.7,i
CCC(C(=O)OCC(=O)Nc1ccc(C(=O)Nc2ccc(OC)cc2)cc1)c1ccccc1 (stereo not drawn),0.7,-2.4,7.8,1.9,0.2,-1.2,-0.2,-0.7,-6.5,i
COc1ccccc1CC(=O)Nc1ccc(S(=O)(=O)N(C)C2CCN(C)CC2)cc1,-6.9,-3.9,-4.2,-0.1,0.4,9.2,-5.3,-2.4,-5.0,i
Cc1ccc(C(=O)NC(C)c2nnc(SCC(=O)NC3CCCC3)n2C)cc1 (stereo not drawn),-7.8,0.0,-3.6,-1.8,-2.6,14.7,3.9,-2.2,1.0,i
Cc1ccc(S(=O)(=O)CCC(=O)OCc2ccc(Cl)cc2)cc1,10.1,4.7,0.3,-1.2,1.1,-5.6,-3.8,-0.9,-9.6,i
CCOC(=O)C1=C(C)NC(C)=C(C(=O)OCCNC(=O)c2cccnc2)C1c1cccc([N+](=O)[O-])c1 (stereo not drawn),4.4,3.6,-7.6,-6.8,0.6,7.5,-2.4,-2.8,-6.8,i
CC(C)CC1NC(=O)N(CC(=O)Nc2cc(F)ccc2F)C1=O (stereo not drawn),8.6,1.0,3.5,8.3,-0.7,-4.0,1.5,-5.6,-5.0,i
CCOCCn1c(N2CCCC2)nc2c1c(=O)[nH]c(=O)n2C,12.7,0.4,2.3,5.2,-3.3,-0.2,-4.4,-1.2,0.8,i

# Among those listed so far, four contain four or more nitrogen atoms:
SMILES,SKN-1 block,DNMT1 inh,MT1-MMP act inh,SUMO1 PPI mod,LMPTP inh,NRP1-CendR mod,NadD inh,STEP block,Scp-1 inhibitor,Rpn11 block
O=C(NCc1ccccc1)C(c1cccc2ccccc12)n1c(=O)c(-c2cc3ccccc3[nH]2)nc2ccccc21 (stereo not drawn),14.9,.,-1.2,-3.0,3.1,-2.7,.,.,.,.
Cc1ccc(C(=O)NC(C)c2nnc(SCC(=O)NC3CCCC3)n2C)cc1 (stereo not drawn),-7.8,0.0,-3.6,-1.8,-2.6,14.7,3.9,-2.2,1.0,i
CCOC(=O)C1=C(C)NC(C)=C(C(=O)OCCNC(=O)c2cccnc2)C1c1cccc([N+](=O)[O-])c1 (stereo not drawn),4.4,3.6,-7.6,-6.8,0.6,7.5,-2.4,-2.8,-6.8,i
CCOCCn1c(N2CCCC2)nc2c1c(=O)[nH]c(=O)n2C,12.7,0.4,2.3,5.2,-3.3,-0.2,-4.4,-1.2,0.8,i

# Next section
SMILES,SKN-1 block,DNMT1 inh,MT1-MMP act inh,SUMO1 PPI mod,LMPTP inh,NRP1-CendR mod,NadD inh,STEP block,Scp-1 inhibitor,Rpn11 block
Cc1cc(C(=O)Nc2nc3c(s2)CCCC3)cs1,-5.4,1.4,.,1.7,1.5,0.1,1.6,1.6,9.8,i
O=C(COC(=O)c1cccc2ccccc12)Nc1cccnc1Cl,3.3,-0.2,-1.3,-11.0,-0.9,9.1,-7.0,0.3,-6.5,i
Cc1cc(C)nc(/N=C2/NC(=O)CS2)n1,3.3,0.2,-9.3,-5.4,-1.2,-12.7,-0.6,-0.7,-6.8,i
CC(=O)c1ccc(NC(=O)c2ccn(C(=O)OCC(C)C)n2)cc1,8.9,-1.2,2.8,-6.2,-0.3,4.7,-2.8,1.2,-2.5,i
NS(=O)(=O)c1ccc(NC(=O)c2ccc(COc3ccccc3)o2)cc1,-5.0,2.6,11.2,4.9,0.0,2.8,-2.5,-0.5,-6.9,i
O=C(CCCN1C(=O)c2cccc3cccc(c23)C1=O)NCCN1CCOCC1,4.4,4.2,-1.6,-23.3,1.0,-40.9,-9.2,4.1,-4.4,i
COC(=O)CN(C(=S)Nc1ccc(F)cc1)C1CC(=O)N(c2ccc(OC)cc2)C1=O (stereo not drawn),8.3,-5.2,0.2,-0.2,-1.7,-13.0,-0.3,-2.3,-3.8,i
COc1ccc(C(=O)Nc2c(C)ccc3nsnc23)cc1[N+](=O)[O-],0.8,-4.2,2.5,-16.6,-0.6,8.6,2.9,-0.5,-2.3,i
CC(C)(CN1CCC(Cc2ccccc2)CC1)NS(=O)(=O)c1ccccc1,0.2,-0.7,-1.0,-4.0,0.0,10.7,-8.0,-0.2,-4.1,i
O=S(=O)(c1ccc(C(F)(F)F)cc1)N1CCCN(c2ccc(C(F)(F)F)cn2)CC1,18.9,-5.5,4.1,9.2,4.7,10.4,-2.6,1.4,-3.5,i
O=C(O)c1cccc(S(=O)(=O)Nc2ccccc2C(=O)NCCc2ccccc2)c1,3.1,3.7,3.6,-3.7,-0.8,3.0,-7.5,2.7,12.5,i
C/C(=N\O)C(=O)NCCCn1ccnc1,0.3,0.2,-0.1,0.2,-8.8,7.8,4.2,-0.4,-10.4,i
Fc1ccc(Nc2nnns2)cc1,3.3,-0.9,-1.5,3.5,-1.1,3.6,0.9,11.9,6.5,i
CC(C)CCn1c(CN2CCN(Cc3ccccc3)CC2)nc2c1c(=O)[nH]c(=O)n2C,-14.6,-20.5,11.0,-0.6,-2.5,-11.1,3.5,-2.8,-9.2,i
CNC(=O)c1csc(-c2ccncc2)n1,-2.1,6.0,2.3,3.1,-2.1,1.2,2.5,-3.0,-6.8,i
COc1ccc(NC(=O)CN(C)CC(=O)Nc2ccc(Cl)cc2F)cc1,-2.7,5.3,-0.9,-1.3,0.5,15.1,-3.8,-5.9,0.6,i
COc1cc(C(=O)C(O)c2ccc(O)c(OC)c2)ccc1O (stereo not drawn),16.2,-2.0,2.9,0.9,-2.0,12.7,-0.8,-3.9,-5.4,i
CCN(CC)S(=O)(=O)c1ccc(S(=O)(=O)N2CCC(C(=O)NC3CCN(Cc4ccccc4)CC3)CC2)cc1,-1.3,6.8,-4.6,6.0,1.0,13.0,-2.4,-1.2,-5.5,i
O=C(NCc1ccccc1)c1ccccc1Br,1.9,-0.4,2.2,-0.2,-0.3,6.8,-6.8,-0.7,-6.2,i
CCC1(N(C(C)=O)c2ccc(OC)cc2)C(=O)c2ccccc2C1=O,7.2,1.0,2.2,-6.7,-0.2,-1.5,1.1,0.7,-9.0,i
CC(=O)c1cccc(NC(=O)CSc2nc(=O)n(Cc3ccccn3)c3c2CCC3)c1,9.4,-0.1,2.5,2.2,-1.0,0.8,2.6,-0.3,-0.8,i
O=[N+]([O-])c1ccc(Cc2nnc(-c3ccc(F)cc3)o2)cc1,17.7,-0.8,6.5,-28.2,-0.4,9.9,-2.8,2.3,6.0,i
Cc1onc(-c2cccc(Cl)c2Cl)c1C(=O)O/N=C(\N)c1ccc([N+](=O)[O-])o1,-23.9,-5.4,3.1,-22.0,1.7,10.7,3.4,1.0,-8.9,i
CC1(C(=O)NCc2ccccn2)C=CCN1C(=O)c1ccccc1 (stereo not drawn),8.3,2.8,-4.3,-0.2,-1.2,3.5,-2.4,-1.2,-5.2,i
COc1ccc(-c2[nH]ncc2/C=N/NC(=O)c2ccncc2)c(OC)c1,2.1,0.0,0.0,-0.9,-0.5,9.8,-5.4,-1.9,-7.1,i
CCC1=NN(C(=O)COc2ccccc2)C(O)(c2ccncc2)C1 (stereo not drawn),-1.2,-2.8,-2.2,0.9,1.1,9.2,2.5,2.6,4.5,i
COc1cccc(NC(=O)CN(Cc2ccccc2)S(C)(=O)=O)c1,13.2,5.5,-4.4,-1.4,0.0,-8.1,-5.5,2.4,-6.8,i
Cc1ccc(S(=O)(=O)N2CCN(C(=O)COc3ccc(NC(=O)c4ccco4)cc3)CC2)cc1,6.6,-2.9,-0.4,-2.3,-1.7,-0.7,-2.3,-2.0,-6.7,i
NC(Cc1ccc(Cl)cc1)c1csc(Nc2ccc(C(=O)NCCCO)cn2)n1 (stereo not drawn),-3.2,-16.6,-1.3,-9.0,0.9,-12.0,0.8,1.1,.,i
COc1ccc(-c2[nH]ncc2CN(C)C(C)c2cccs2)c(F)c1 (stereo not drawn),-1.6,-4.0,3.3,4.4,-0.5,-8.6,-3.5,1.4,-6.5,i
CC(c1ccon1)N(C)Cc1cn[nH]c1-c1ccc(F)cc1F (stereo not drawn),0.9,2.4,2.0,-1.1,-2.6,-5.8,-3.9,-1.9,22.0,i
CCOc1ccc(N2CC(C(=O)Nc3ccc(N4CCOCC4)cc3)CC2=O)cc1 (stereo not drawn),-6.9,-2.2,-1.8,-1.5,-0.9,20.7,-5.7,-2.2,-0.6,i
CC(=O)c1ccc(NC(=O)c2onc(C)c2Cl)cc1,21.3,1.7,-3.0,-6.8,-0.9,-2.4,1.0,0.1,-9.7,i
CCOC(=O)c1nc(-c2ccccc2)oc1N(C)C,-7.6,0.8,-2.7,-2.0,0.3,11.7,0.6,-0.2,-4.3,i
CCN(CC)CCC#CC(O)(c1ccccc1)c1ccccc1,-1.7,-2.9,1.4,0.9,-1.1,-4.4,-3.4,-1.9,-5.5,i
Cc1cc(OCCOCCN2CCCC2)ccc1C(C)C,-17.2,0.6,-1.2,1.0,-4.5,15.5,-1.3,0.0,-2.2,i
Cc1cc(C)nc(SCc2cccc(C(=O)O)c2)n1,-7.2,4.2,1.3,4.3,-1.2,3.1,11.7,-1.7,0.4,i
O=C(N/N=C/C=C/c1ccccc1)c1ccncc1,-15.5,-1.8,-5.8,-12.0,-0.3,-0.8,2.7,-2.4,-1.0,i
COc1ccc(-c2cc3cc(OC)c(OC)cc3c(C)n2)cc1C,-10.7,-4.5,2.5,-3.0,1.6,-3.1,-7.1,-0.8,5.8,i
CCN(CC)S(=O)(=O)c1ccc(Cl)c(NC(=O)COC(=O)c2cccn2C)c1,-9.7,-0.4,0.1,3.9,0.8,9.7,-9.4,-1.5,-8.3,i
Cc1cc(C)nc(OC(C(=O)O)C(OCC(C)C)(c2ccccc2)c2ccccc2)n1 (stereo not drawn),-0.4,-0.4,-12.6,7.3,-3.3,2.4,3.8,-1.6,-0.6,i
CCN(C(=O)CSc1ncn[nH]1)c1c(N)n(Cc2ccccc2)c(=O)[nH]c1=O,-13.0,2.4,3.3,-3.0,-2.1,3.7,0.4,-2.5,-0.8,i
CCCC(=O)NC1CCCc2c1cnn2-c1ccc(C)c(C)c1 (stereo not drawn),5.7,-0.9,6.0,0.7,-0.8,6.0,-1.0,-1.7,-3.5,i
